# Bioassay records as filed in PubChem BioAssay.
# GSK3 alpha inh = blocks human GSK-3 alpha kinase; inhibition, % at 10 µM; ADP-Glo luminescence, 60 min; actives 0.1% (n = 320,000); P49840;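 in the data active = inhibition above about 50%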;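 also: GST-tagged GSK-3 alpha with peptide substrate and 25 µM ATP; 0% = DMSO neutral wells and 100% = GW8510 positive control wells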
# KCNK9 inh = inhibitors of human KCNK9 two-pore domain potassium channel. HEK293 KCNK9, FluxOR thallium flux fluorescence; hits give low values. B-score at 10 µM. actives 1.2% (n = 310,000). AID 488922;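 active = ratio B-score over 3 SD below the library mean, with starting fluorescence within 5 SD of its mean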;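 also: negative B-score means less thallium flux so channel inhibition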
# Dyrk1A ADPGlo = Dyrk1A (rat) kinase inhibition; ADP-Glo luminescence, NFATc1 peptide; inhibition, % at 12.5 µM; actives 0.43% (n = 310,000); AID 504441; in the data active = inhibition above about 50%;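 also: plate controls were vehicle with enzyme for no effect and no enzyme for full effect; many of its hits are not listed in these tables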
# RGS4 pot = RGS4 potentiation or activation; actives 0.92% (n = 310,000); B-score at 10 µM; HEK293 M3R/inducible RGS4, carbachol calcium flux Fluo4; hits give low values;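 active = B-score of the integrated calcium signal more than 4 SD below the library mean, with starting fluorescence not abnormally high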;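 also: negative B-score means reduced calcium response which marks RGS4 activation or potentiation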
#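 Assay system: Inducible-RGS4 HEK293 cells carrying M3 receptor | Schedule: Compound preincubation 20 min at room temperature before agonist | Signal: Kinetic calcium fluorescence imaging with Fluo4-AM dye, 2 µM | Read-out basis: B score from integrated fluorescence ratio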
# PolyA inh = blocks polyadenylation in yeast reporter cells. actives 0.02% (n = 300,000). S. cerevisiae SKY197-pL101 polyadenylation reporter, beta-gal luminescence; efflux-impaired pdr1/pdr3 knockout yeast; score 100 = 6 SD above DMSO. calls only at 12 µM;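 active = lowest replicate activity score at least 50, where 100 means six control SD above control mean; inconclusive = lowest score under 50 but half or more replicates reach 50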;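 also: yeast exposed to compound for 9 h at 30 °C; higher score means more reporter readthrough which indicates perturbed polyadenylation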
# HDAC3 inh = blocks human histone deacetylase 3 | AID 2718 | inhibition, % at 8.3 µM | actives 0.15% (n = 320,000) | O15379 | recombinant HDAC3, fluorogenic peptide/trypsin coupled, fluorescence; in the data active = inhibition above about 26%, passing the limit was not always enough; inconclusive = no clear call, values can overlap the other calls
# Target sequence (O15379 whole entry, looked up): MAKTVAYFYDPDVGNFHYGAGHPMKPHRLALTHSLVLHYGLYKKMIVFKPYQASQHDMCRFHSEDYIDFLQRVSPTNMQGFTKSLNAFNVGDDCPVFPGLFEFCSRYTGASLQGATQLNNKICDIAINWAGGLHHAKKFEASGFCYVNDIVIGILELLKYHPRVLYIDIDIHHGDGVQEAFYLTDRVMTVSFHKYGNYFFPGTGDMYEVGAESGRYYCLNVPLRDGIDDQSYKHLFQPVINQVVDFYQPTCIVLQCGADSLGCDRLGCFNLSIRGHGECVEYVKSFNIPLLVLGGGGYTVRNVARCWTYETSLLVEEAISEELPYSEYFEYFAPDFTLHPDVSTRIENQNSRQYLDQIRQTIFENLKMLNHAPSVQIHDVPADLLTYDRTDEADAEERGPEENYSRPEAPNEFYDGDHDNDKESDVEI
# KCNQ1 inh = human KCNQ1 channel inhibition; P51787; B-score at 10 µM; actives 1.3% (n = 310,000); AID 2642; CHO-K1 KCNQ1, FluxOR thallium flux fluorescence; hits give high values;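 active = compounds whose thallium flux B-score, printed positive for inhibition, exceeds three library SD while starting fluorescence stays within three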;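 also: channel opened by potassium depolarization with thallium stimulus after 20 min compound exposure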
# Target sequence (P51787 whole entry, looked up): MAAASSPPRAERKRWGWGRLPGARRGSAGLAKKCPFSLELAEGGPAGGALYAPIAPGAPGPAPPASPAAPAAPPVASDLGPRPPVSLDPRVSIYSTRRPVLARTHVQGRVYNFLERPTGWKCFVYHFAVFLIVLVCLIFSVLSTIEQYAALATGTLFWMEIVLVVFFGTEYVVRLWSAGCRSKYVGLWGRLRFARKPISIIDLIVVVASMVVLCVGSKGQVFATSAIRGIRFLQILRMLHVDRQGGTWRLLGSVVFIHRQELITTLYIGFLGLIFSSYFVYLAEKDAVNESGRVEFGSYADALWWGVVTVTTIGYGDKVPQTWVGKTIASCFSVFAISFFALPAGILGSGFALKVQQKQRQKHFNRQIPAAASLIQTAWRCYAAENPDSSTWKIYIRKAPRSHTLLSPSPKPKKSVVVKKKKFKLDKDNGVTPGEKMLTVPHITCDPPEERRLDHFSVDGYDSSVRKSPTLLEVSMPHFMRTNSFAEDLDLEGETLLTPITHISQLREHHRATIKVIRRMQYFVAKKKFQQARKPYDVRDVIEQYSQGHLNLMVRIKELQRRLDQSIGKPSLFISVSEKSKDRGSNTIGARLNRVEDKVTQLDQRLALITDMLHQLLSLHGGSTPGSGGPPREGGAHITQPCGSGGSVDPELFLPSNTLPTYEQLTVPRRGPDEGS
# GSK3B inh = inhibitors of human GSK3beta kinase; P49841; GST-GSK3beta kinase, ADP-Glo luminescence, 60 min; hits give low values; activity score (negative = inhibition), % at 10 µM; actives 0.038% (n = 300,000);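 active = more than half of replicate wells score below -50%, meaning over 50% inhibition versus plate controls; inconclusive = some replicates but at most half score below -50%; inactive = no replicate scores below -50%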;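 also: 0% = median DMSO wells and -100% = median GW8510 positive control wells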
#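 Assay system: GST-fused GSK3beta enzyme, cell-free / Medium: Tris pH 7.5 buffer with MgCl2, DTT, BSA, heparin / Also added: peptide substrate plus 25 µM ATP (final) / Compound: 10 µM single point / Timing: kinase reaction with compound 60 min at room temperature / Detection: ADP-Glo luminescence / Benchmarks: DMSO neutral wells and GW8510 at 20 µM as positive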
# hERG rescue = shields human hERG channel from block by proarrhythmic agents; Q12809; CHO-hERG, FluxOR thallium flux, dofetilide IC70 present; activation (rescue from dofetilide block), less the hit threshold, % at 10 µM; actives 0.51% (n = 310,000);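 active = activation above the mean of controls blocked by dofetilide plus 5 SD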;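 also: thallium influx through hERG after potassium depolarization seen as dye fluorescence rise; in these data hits start at about 4.7%; inactives centre near -7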
# KCNK3 inh = human KCNK3 channel inhibition, primary screen; O14649; B-score at 10 µM; CHO-KCNK3 thallium flux, FluxOR fluorescence; hits give low values; actives 0.84% (n = 340,000);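 active = B-score under library mean minus 4 SD, starting fluorescence ratio at most library mean plus 5 SD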;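 also: more negative B-score means stronger inhibition of thallium flux through KCNK3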
# KCNQ1 act = human KCNQ1 channel potentiation or activation; CHO-K1 KCNQ1, thallium flux FluxOR fluorescence; hits give high values; actives 0.35% (n = 310,000); B-score at 10 µM;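 active = fluorescence ratio B-score, a plate-corrected score, at least three library SD, with initial intensity B-score within 5 SD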
#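 Doses: Single concentration per compound, DMSO matched to controls | Test system: KCNQ1-transfected CHO-K1 cells | Timing: 90 min dye loading and 20 min compound exposure, both at room temperature | Measured by: Kinetic FluxOR thallium fluorescence, 10-s 1-Hz baseline, 110-s post-stimulus read | Medium: Assay buffer with matched DMSO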
# * = called active by the depositor; i = inactive; ? = inconclusive; · = no result given. Not all compounds are listed. The share of hits here may be higher or lower than overall.
SMILES,GSK3 alpha inh,KCNK9 inh,Dyrk1A ADPGlo,RGS4 pot,PolyA inh,HDAC3 inh,KCNQ1 inh,GSK3B inh,hERG rescue,KCNK3 inh,KCNQ1 act
Cc1cccc(C2c3[nH]c4ccccc4c3CCN2C(=O)c2cn(C)c3ccccc3c2=O)n1 (centres undefined),5,i,3,i,i,1,i,1,-17,i,i
COc1ccccc1CNC(=O)C(c1ccccc1)c1ccccc1,-2,i,-3,i,i,0,i,1,-4,i,i
N#Cc1c(-c2ccccc2)nc(SCC(=O)NC2CCCCC2)[nH]c1=O,-3,i,-6,i,·,0,i,-3,-10,i,i
CN(C(=O)C1CCCO1)c1nnc(-c2ccncc2)s1 (centres undefined),7,i,5,i,i,-5,i,2,-2,i,i
O=C(CN1C(=O)c2ccccc2C1=O)NCCOc1ccccc1,-1,i,·,i,i,0,i,-1,-10,i,i
CCOc1ncccc1C(=O)OCc1ccc(C#N)cc1,0,i,2,i,i,-1,i,1,-3,i,i
CCCc1cc(=O)oc2cc(OCc3cccc(OC)c3)c(Cl)cc12,·,i,-2,i,i,-4,i,2,-12,i,i
Cc1cc(S(=O)(=O)Nc2ccc(C(=O)NCCCN3CCOCC3)cc2)ccc1F,-1,i,-3,i,i,4,i,1,-5,i,i
CCOC(=O)N=S(N)(=O)c1ccc(Cl)cc1 (centres undefined),1,i,-1,i,i,-2,i,2,-8,i,i
NC(=O)COC(=O)c1ccc(S(=O)(=O)N2CCCCCC2)cc1,0,i,7,i,i,5,i,-3,-4,i,i
O=C(CNC(=O)C1(c2ccccc2)CC1)Nc1ccc(F)c(F)c1,-2,i,-4,i,i,-1,i,-1,-10,i,i
COc1ccc(CNC(=O)Nc2cccc(C)c2)cc1,1,i,2,i,i,4,i,1,-3,i,i
CC1(C)Cc2nc3oc4c(=O)n(CC(=O)Nc5ccc(Cl)cc5)cnc4c3cc2CO1,-2,i,-2,i,i,0,i,-2,-7,i,i
CN(C)c1nc(-c2ccccc2)ns1,-2,i,0,i,i,7,i,-1,-10,i,i
COc1cccc(CC2(CO)CCCN(Cc3ccc(C)s3)C2)c1 (centres undefined),-3,i,8,i,i,0,i,-1,-4,i,i
CC(C)CC(O)C1CCN(C(=O)CCc2nnc(-c3ccccc3)o2)CC1 (centres undefined),-2,i,-5,i,i,-3,i,1,0,i,i
O=C(Nc1nnc(-c2ccco2)s1)C1CCCCC1,30,i,-5,i,i,-11,i,2,-1,i,i
C=CCOc1ccc(/C=C2\SC(=S)N(NS(=O)(=O)c3ccccc3)C2=O)cc1,-11,i,-4,i,i,6,i,0,-4,i,15*
O=C(c1ccc2c(c1)OCO2)C1CCCN(C(=O)c2cnn(Cc3ccccc3)c2)C1 (centres undefined),-2,i,9,i,i,-2,i,2,-14,i,i
Cn1cccc1Cc1nnc(SCC(=O)NCc2ccc(F)cc2)n1-c1ccc(F)cc1,-2,i,3,i,i,-4,i,2,-9,i,i
Cc1cc(NC(=O)CCC(=O)N(CC(=O)NC2CCCC2)c2ccc(C)c(F)c2)no1,-1,i,7,i,i,9,i,·,-10,i,i
CCCn1c(SCC(=O)Nc2cc(S(=O)(=O)N(C)C)ccc2OC)n[nH]c1=O,0,i,-5,i,i,-7,i,3,-5,i,i
CCN(CC)CCCNC(=O)CC1Oc2ccc(C)cc2NC1=O (centres undefined),-1,i,7,i,i,1,i,3,-10,i,i
CCOc1ccccc1C1C(C(=O)Nc2ccccc2OC)=C(C)Nc2nc(CCCO)nn21 (centres undefined),0,i,5,i,i,-3,i,-3,-9,i,i
Cc1ccc(C(=O)NC(=S)NCc2ccccc2)cc1,1,i,-2,i,i,-4,i,-1,-1,i,i
CC(C)(C)OC(=O)N[C@@H](Cc1ccccc1)[C@H](O)c1ccco1,-1,i,1,i,i,-6,i,-1,-2,i,i
Cc1c(C)c2ccc(OCC(=O)Nc3cccnc3)c(C)c2oc1=O,-4,i,-3,i,i,2,i,-3,0,i,i
CC(C(=O)NCc1ccc2c(c1)OCO2)c1ccc([N+](=O)[O-])cc1 (centres undefined),-2,i,-1,i,i,-4,i,-3,-16,i,i
O=C(COc1ccc(S(=O)(=O)NC2CCCC2)cc1)NCC1CCCO1 (centres undefined),-3,i,5,i,i,-1,i,-2,-4,i,i
Fc1ccccc1-c1csc(=Nc2cccnc2)n1CC1CCCO1 (centres undefined),0,i,-3,i,i,-2,i,-3,-20,i,i
COc1ccc(S(=O)(=O)N/N=C\c2ccc3c(c2)OCO3)cc1,6,i,0,i,i,?,i,3,-12,i,i
COc1cc([N+](=O)[O-])ccc1NC(=O)Nc1ccc(C(=O)N2CCCC2)cc1,-2,i,-5,i,i,2,i,-1,-9,i,i
Cn1c(N)c(C(=O)COC(=O)COc2ccc3ccccc3c2)c(=O)n(C)c1=O,-2,i,0,i,i,0,i,-2,-6,i,i
O=C(NCc1cccs1)C(=O)NCC1OCCCN1S(=O)(=O)c1cccs1 (centres undefined),-5,i,-48,i,i,0,i,-5,-4,i,i
Cc1ccc(OCC(=O)Nc2cccc(S(=O)(=O)N3CCCCC3)c2)c([N+](=O)[O-])n1,2,i,0,i,i,-1,i,3,-6,i,i
Clc1ccc(-c2ccnc(Oc3ccc4ccccc4c3)n2)cc1,-4,i,5,i,i,-12,i,0,-13,i,i
CCOC(=O)/C=C/C(=O)OCC(=O)Nc1ccc([N+](=O)[O-])cc1,-2,i,4,i,i,·,i,2,-13,i,i
CCCC(=O)Nc1c(C(=O)OCC)oc2ccccc12,1,i,4,i,i,1,i,-3,-14,i,i
CC(=O)Nc1ccccc1NC(=O)C/C(C)=N/NC(=O)c1ccccn1,-2,i,0,i,i,3,i,-4,-8,i,i
CC(C(=O)NCCCc1ccccc1)n1cccc1C(=O)c1ccccc1 (centres undefined),-1,i,·,i,i,-5,i,-4,-11,i,i
CCc1c(C(=O)NNC(=S)Nc2ccc(S(=O)(=O)Nc3ncccn3)cc2)csc1C,-5,i,-1,i,i,1,i,-1,-6,i,i
O=c1[nH][nH]c(C(F)(F)F)c1C=Nc1ccccc1Cl,2,i,-3,i,i,-6,i,3,-4,i,i
O=S(=O)(Nc1ccc(Cc2ccncc2)cc1)c1ccc(Br)cc1,0,i,6,i,i,-9,i,4,-5,i,i
C=CCC1(CC=C)CCCN1C(=O)c1cc(COc2ccc(F)c(F)c2)on1,-3,i,·,i,i,3,10*,0,-5,i,i
COc1cc2c(cc1OC)CN(S(=O)(=O)c1cccs1)CC2,-1,i,-3,i,i,-4,i,-1,-6,i,i
N/N=C(\c1ccccc1)C12CN3CN(CN(C3)C1)C2,·,i,0,i,i,-5,i,-2,-3,i,i
Cc1cc2cc(C(c3nnnn3Cc3ccco3)N3CCc4ccccc4C3)c(=O)[nH]c2cc1C (centres undefined),12,i,1,i,i,0,i,-5,-10,i,i
CCOC(=O)C1(Cc2cccc(OC)c2)CCN(Cc2cccc(OC)c2OC)CC1,-3,i,-1,i,i,-2,i,3,-12,i,i
FC(F)(F)c1nc2ccccc2c2nc3ccccc3n12,-3,i,-7,i,i,2,i,-1,-11,i,i
Cc1ccc(-n2nc(-c3ccco3)cc2C(=O)O)cc1,-1,i,-4,i,i,4,i,1,-7,i,i
Cc1cc(=O)n2c3ccccc3n(CC(O)CN3CCOCC3)c2c1C#N (centres undefined),-4,i,-7,i,i,-4,i,0,-13,i,i
Cc1[nH]c2ccccc2c1/C=N/NC(=O)Cc1cccs1,-2,i,2,i,i,11,i,0,-5,i,i
O=C(COc1cc2oc(=O)c3c(c2cc1Cl)CCC3)Nc1cccnc1,1,i,-4,i,i,-2,i,3,-1,i,i
CC1Cc2ccccc2N1C(=O)CSc1nn2c(=O)c(C(C)(C)C)nnc2s1 (centres undefined),1,i,·,i,i,3,i,-1,-19,i,i
Oc1c(C(c2ccc(F)cc2)N2CCc3ccccc3C2)sc2ncnn12 (centres undefined),-2,i,1,i,i,11,i,-4,-9,i,i
CCOc1ccc(CCNC(=O)C2CCN(S(=O)(=O)CC)CC2)cc1OCC,3,i,-5,i,i,-1,i,1,1,i,i
Cc1cccc(NC(=O)COc2coc(CN3CCc4ccccc4C3)cc2=O)c1,4,i,3,i,i,-5,i,0,-10,i,i
O=C(COc1ccc(S(=O)(=O)N2CCCC2)cc1)N1CCCCC1,-2,i,-2,i,i,11,i,-2,-4,i,i
O=S(=O)(c1cccs1)N1CCC(CO)(Cc2ccc(Cl)cc2)CC1,-2,i,-4,i,i,3,i,2,-23,i,i
CC(C)NC(=O)Cn1c(SCC(=O)c2ccc(F)cc2)nc2ccccc21,-1,i,-7,i,i,-2,i,0,-5,i,i

# Compounds from the list above that have a CF3 group, in the order listed:
SMILES,GSK3 alpha inh,KCNK9 inh,Dyrk1A ADPGlo,RGS4 pot,PolyA inh,HDAC3 inh,KCNQ1 inh,GSK3B inh,hERG rescue,KCNK3 inh,KCNQ1 act
O=c1[nH][nH]c(C(F)(F)F)c1C=Nc1ccccc1Cl,2,i,-3,i,i,-6,i,3,-4,i,i
FC(F)(F)c1nc2ccccc2c2nc3ccccc3n12,-3,i,-7,i,i,2,i,-1,-11,i,i

# More compounds.
SMILES,GSK3 alpha inh,KCNK9 inh,Dyrk1A ADPGlo,RGS4 pot,PolyA inh,HDAC3 inh,KCNQ1 inh,GSK3B inh,hERG rescue,KCNK3 inh,KCNQ1 act
Cc1cc(C)c(N(C(=O)Cn2nnc3ccccc32)C(C(=O)NC(C)(C)C)c2ccsc2)c(C)c1 (centres undefined),-3,i,2,i,i,6,i,-3,-3,i,i
CC(OC(=O)CN1C(=O)c2ccccc2C1=O)C(=O)NC1CCCCC1 (centres undefined),1,i,-2,i,i,2,i,-2,-3,i,i
O=C(O)c1cc(S(=O)(=O)N2CCCCC2)sc1Cl,-3,i,1,i,i,2,i,0,-12,i,i
O=C1/C(=C/c2ccncc2)SC(=S)N1Nc1ccccc1,-1,i,·,i,i,16,i,5,-11,i,i
COc1cc2c(cc1OC)C(C)N(CC(=O)Nc1ccc(S(=O)(=O)N3CCCC3)cc1)CC2 (centres undefined),0,i,·,i,i,3,i,-1,-14,i,i
